# PRC2 inh – inhibitors of human EZH2/PRC2 methyltransferase | PRC2 H3K27 methylation, DELFIA TRF, 1 h | inhibition, % at 12.5 µM | 57,000 compounds, 0.35% hits;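 active = mean inhibition of replicates at least 50% and every single replicate also reaching 50%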;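 also: dimethyl H3K27 on biotinylated H3 21-44 peptide detected by antibody; plate controls were median neutral control wells for no effect and median positive control wells for full effect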
# Target sequence (Q15910 whole entry, looked up): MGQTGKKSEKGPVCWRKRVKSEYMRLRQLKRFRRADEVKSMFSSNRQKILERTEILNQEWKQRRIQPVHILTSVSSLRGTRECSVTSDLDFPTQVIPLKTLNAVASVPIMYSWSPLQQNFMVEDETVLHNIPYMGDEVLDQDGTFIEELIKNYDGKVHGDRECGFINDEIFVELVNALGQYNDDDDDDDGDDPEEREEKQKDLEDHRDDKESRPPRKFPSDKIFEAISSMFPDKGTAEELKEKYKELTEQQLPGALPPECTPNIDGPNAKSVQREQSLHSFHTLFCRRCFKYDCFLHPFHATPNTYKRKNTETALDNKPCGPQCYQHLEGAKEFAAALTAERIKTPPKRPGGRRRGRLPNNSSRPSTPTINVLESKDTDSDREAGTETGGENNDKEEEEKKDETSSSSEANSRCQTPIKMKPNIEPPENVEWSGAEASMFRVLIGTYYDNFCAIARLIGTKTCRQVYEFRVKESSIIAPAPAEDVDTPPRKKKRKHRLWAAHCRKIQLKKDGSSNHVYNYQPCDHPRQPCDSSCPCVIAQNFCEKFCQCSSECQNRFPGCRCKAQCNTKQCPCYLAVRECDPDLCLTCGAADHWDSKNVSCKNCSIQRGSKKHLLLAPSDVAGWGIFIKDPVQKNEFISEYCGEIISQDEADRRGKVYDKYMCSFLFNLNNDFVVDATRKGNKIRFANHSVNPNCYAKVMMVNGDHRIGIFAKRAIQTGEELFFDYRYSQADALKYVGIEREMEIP
# IDH1 mut inh – IDH1 R132H (human) inhibition; O75874; IDH1 R132H reductase, diaphorase/resazurin fluorescence, 60 min; inhibition, % at 10 µM; 70,000 compounds, 0.18% hits; in the data active = inhibition above about 34%;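 also: 0% = DMSO and 100% = no enzyme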
# Starred values were filed as active, the others as inactive; / = no result given. This is a subset; rates above refer to the full screens.
smiles | PRC2 inh | IDH1 mut inh
C[C@@H]1CN([C@@H](C)CO)C(=O)Cc2cc(NC(=O)CCC(F)(F)F)ccc2O[C@H]1CN(C)CC1CC1 | -3 | 0.7
C[C@@H]1CCCCO[C@H](CN(C)C(=O)Nc2ccc3c(c2)OCO3)[C@H](C)CN([C@@H](C)CO)C(=O)c2cc(NC(=O)C3CCCCC3)ccc2O1 | / | -1.4
CC(=O)c1cccc(N(CC(=O)Nc2c(C)cccc2C)S(C)(=O)=O)c1 | -9 | 0.2
CCNC(=O)C[C@H]1C=C[C@H](NC(=O)C2CCOCC2)[C@@H](CO)O1 | -3 | 0.0
CC(C)NC(=O)Nc1cccc2c1O[C@@H](CN(C)C(=O)Nc1ccc(C(F)(F)F)cc1)[C@H](C)CN([C@H](C)CO)C2=O | 4 | /
Cc1nn(CC(O)COc2ccc3ccccc3c2)c(C)c1Br (stereo not given) | 8 | 0.3
COc1ccccc1S(=O)(=O)Nc1ccc2c(c1)C(=O)N(C)C[C@@H](OC)[C@H](C)CN[C@@H](C)CO2 | -5 | 0.2
COCC(=O)Nc1ccc2c(c1)C(=O)N(C)C[C@@H](OC)[C@@H](C)CN(C(C)=O)[C@H](C)CO2 | -2 | -0.1
C/C=C/c1cnc2c(c1)C(=O)N([C@@H](C)CO)C[C@H](C)[C@@H](CN(C)C(=O)C1CCC1)O2 | -13 | 0.0
C[C@H]1CN([C@@H](C)CO)S(=O)(=O)c2ccc(C#Cc3ccccc3)cc2O[C@@H]1CN(C)S(=O)(=O)c1cn(C)cn1 | -23 | -2.8
C=C1C[C@@]23CC[C@@H]4[C@](C)(C(=O)O)CCC[C@@]4(C)C2=CC[C@H]1C3 | / | 0.0
CCO[C@H]1OC(C(=O)N2CCN(Cc3ccc4c(c3)OCO4)CC2)=C[C@@H](c2ccc(Br)cc2)[C@@H]1CCCO | 19 | /
COc1ccc(NC(=O)CSc2nc3ccc([N+](=O)[O-])cc3[nH]2)cc1 | 5 | -0.4
COc1ccc(S(=O)(=O)N(C)C[C@@H]2Oc3ccc(NC(=O)CCC(F)(F)F)cc3CC(=O)N([C@H](C)CO)C[C@H]2C)cc1 | / | -0.4
C[C@H]1CN([C@@H](C)CO)C(=O)c2ccccc2-c2ccccc2CO[C@H]1CN(C)C(=O)Nc1ccnc(N2CCOCC2)c1 | -2 | /
CO[C@H]1CN(C)C(=O)c2cc(NS(C)(=O)=O)ccc2OC[C@@H](C)N(Cc2ccccc2)C[C@H]1C | 2 | 0.2
O=C(CSc1nnnn1-c1ccccc1)Nc1ccccc1C(=O)c1ccccc1 | 1 | -0.8
N[C@H]1CC[C@H](CCn2cc(-c3ccccn3)nn2)O[C@@H]1CO | -6 | -0.4
Cc1ccc(NC(=O)CN(C)S(=O)(=O)c2ccc(F)cc2)c(C)c1 | -3 | -0.6
CO[C@H]1CN(C)C(=O)c2ccc(NC(=O)C3CC3)cc2OC[C@H](C)N(CCC(F)(F)F)C[C@H]1C | 6 | -0.3

# Copied from the results shown, 9 compounds:
smiles | PRC2 inh | IDH1 mut inh
CCO[C@H]1OC(C(=O)N2CCN(Cc3ccc4c(c3)OCO4)CC2)=C[C@@H](c2ccc(Br)cc2)[C@@H]1CCCO | 19 | /
COc1ccc(NC(=O)CSc2nc3ccc([N+](=O)[O-])cc3[nH]2)cc1 | 5 | -0.4
COc1ccc(S(=O)(=O)N(C)C[C@@H]2Oc3ccc(NC(=O)CCC(F)(F)F)cc3CC(=O)N([C@H](C)CO)C[C@H]2C)cc1 | / | -0.4
C[C@H]1CN([C@@H](C)CO)C(=O)c2ccccc2-c2ccccc2CO[C@H]1CN(C)C(=O)Nc1ccnc(N2CCOCC2)c1 | -2 | /
CO[C@H]1CN(C)C(=O)c2cc(NS(C)(=O)=O)ccc2OC[C@@H](C)N(Cc2ccccc2)C[C@H]1C | 2 | 0.2
O=C(CSc1nnnn1-c1ccccc1)Nc1ccccc1C(=O)c1ccccc1 | 1 | -0.8
N[C@H]1CC[C@H](CCn2cc(-c3ccccn3)nn2)O[C@@H]1CO | -6 | -0.4
Cc1ccc(NC(=O)CN(C)S(=O)(=O)c2ccc(F)cc2)c(C)c1 | -3 | -0.6
CO[C@H]1CN(C)C(=O)c2ccc(NC(=O)C3CC3)cc2OC[C@H](C)N(CCC(F)(F)F)C[C@H]1C | 6 | -0.3

# (next part)
smiles | PRC2 inh | IDH1 mut inh
Cc1ccc(-c2ccc(CCC(=O)O)n2-c2ccc(C(N)=O)cc2)cc1 | -10 | 0.1
C[C@@H]1CN([C@H](C)CO)C(=O)Cc2cc(NS(=O)(=O)c3cn(C)cn3)ccc2O[C@@H]1CN(C)Cc1ccc(Oc2ccccc2)cc1 | / | -0.2
C[C@@H]1CN([C@@H](C)CO)C(=O)c2cc(-c3cccc(F)c3)cnc2O[C@H]1CN(C)C | 17 | -0.1
COCC(=O)Nc1ccc2c(c1)C(=O)N(C)C[C@@H](OC)[C@H](C)CN(C(=O)c1ccccc1F)[C@@H](C)CO2 | 5 | 0.2
Cc1ccc(S(=O)(=O)N[C@H]2CC[C@H](CCNC(=O)CN3CCOCC3)O[C@@H]2CO)cc1 | 3 | 0.0
COc1ccc(CN(C)C[C@@H]2Oc3ccc(NS(=O)(=O)c4ccc(Cl)cc4)cc3CC(=O)N([C@H](C)CO)C[C@H]2C)cc1 | -7 | 1.0
C[C@H](CO)N1C[C@H](C)[C@H](CN(C)Cc2ccc(F)cc2)Oc2ncc(-c3ccccc3F)cc2C1=O | / | -0.4
C[C@@H]1CN([C@@H](C)CO)C(=O)c2cccc(NC(=O)C3CCCCC3)c2O[C@@H]1CN(C)C(=O)Nc1ccc(C(F)(F)F)cc1 | -21 | -1.2
C[C@H]1CN([C@@H](C)CO)C(=O)c2cc(-c3ccc(C#N)cc3)cnc2O[C@@H]1CN(C)C(=O)Nc1ccccc1 | -7 | -1.5
COc1ccc([C@@H](OC(=O)Nc2ccc(SC)cc2)[C@@H](CCO)OC)cc1O | -2 | /
Cc1cccc(-c2nc3cc(NC(=O)COc4ccccc4)ccc3o2)c1 | 18 | 0.4
C[C@@H]1CCCCO[C@@H](CN(C)C(=O)Nc2ccc3c(c2)OCO3)[C@H](C)CN([C@H](C)CO)C(=O)c2cc(N(C)C)ccc2O1 | 19 | 0.8
CO[C@@H]1CN(C)C(=O)c2ccc(NC(=O)c3cccc(F)c3)cc2OC[C@H](C)N(C(C)=O)C[C@@H]1C | 4 | -0.4
O=C(C[C@H]1C=C[C@H](NC(=O)NC2CCCCC2)[C@@H](CO)O1)NCc1ccc(F)cc1 | -4 | 0.5
C[C@H]1CN([C@@H](C)CO)S(=O)(=O)c2ccc(-c3cccnc3)cc2O[C@H]1CN(C)C(=O)NC1CCCC1 | 1 | /
Cc1ccc(S(=O)(=O)Nc2ccc3c(c2)CC(=O)N([C@H](C)CO)C[C@@H](C)[C@H](CN(C)CC2CC2)O3)cc1 | 3 | -0.2
C[C@@H]1CN([C@@H](C)CO)C(=O)c2cc(/C=C/c3ccccc3)cnc2O[C@@H]1CN(C)S(=O)(=O)c1cn(C)cn1 | / | -0.8
COC(=O)CCCCCCC(=O)N/N=C/c1cccc(Oc2ccccc2)c1 | 56* | /
C[C@H]1CCCCO[C@H](CN(C)C(=O)C2CCCCC2)[C@@H](C)CN([C@@H](C)CO)C(=O)c2cc(N(C)C)ccc2O1 | -5 | -3.3
CNC[C@@H]1OCCCC[C@@H](C)Oc2ccc(NS(=O)(=O)c3ccc(C)cc3)cc2C(=O)N([C@@H](C)CO)C[C@H]1C | 18 | /

# Next section
smiles | PRC2 inh | IDH1 mut inh
O=C(C[C@H]1C[C@H]2c3cc(NS(=O)(=O)c4ccc(F)cc4)ccc3O[C@H]2[C@H](CO)O1)NCC1CC1 | 19 | 0.0
C[C@@H]1CN([C@@H](C)CO)C(=O)c2cc(NS(=O)(=O)c3ccc(Cl)cc3)ccc2O[C@H]1CN(C)C(=O)NC1CCCCC1 | -3 | 1.5
O=C(Nc1ccccc1F)N[C@@H]1CC[C@@H](CCNC(=O)C2CCOCC2)O[C@@H]1CO | -4 | 0.5
COc1ccc(S(=O)(=O)Nc2ccc3c(c2)C(=O)N([C@@H](C)CO)C[C@@H](C)[C@@H](CN(C)C(=O)Nc2ccc4c(c2)OCO4)O3)cc1 | / | -7.9
C[C@H]1CCCCO[C@@H](CN(C)S(=O)(=O)c2ccc(F)cc2)[C@@H](C)CN([C@@H](C)CO)C(=O)c2cc(N(C)C)ccc2O1 | 5 | /
CCC(=O)N1C[C@@H](C)[C@H](OC)CN(C)C(=O)c2cc(NC(=O)Nc3ccccc3)ccc2OC[C@@H]1C | 8 | -0.1
CNC[C@@H]1OCCCC[C@H](C)Oc2ccc(NC(=O)Nc3c(C)noc3C)cc2C(=O)N([C@H](C)CO)C[C@H]1C | 3 | /
C[C@@H]1CN([C@H](C)CO)S(=O)(=O)c2ccc(C#CC(C)(C)O)cc2O[C@@H]1CN(C)C(=O)C1CCCCC1 | -8 | /
COc1ccc(NC(=O)N(C)C[C@H]2Oc3ccc(NC(=O)c4ccncc4)cc3C(=O)N([C@@H](C)CO)C[C@H]2C)cc1 | -3 | /
C[C@@H](NC(=O)C[C@H]1C[C@@H]2c3cc(NC(=O)CC4CC4)ccc3O[C@@H]2[C@@H](CO)O1)c1ccccc1 | -2 | -0.9
COCc1cn(CC[C@H]2CC[C@H](NC(=O)c3ccc(F)cc3)[C@H](CO)O2)nn1 | -4 | 0.2
C[C@H]1CN([C@@H](C)CO)C(=O)Cc2cc(NC(=O)CCN3CCOCC3)ccc2O[C@@H]1CN(C)Cc1ccc(C(=O)Nc2ccccc2N)cc1 | -3 | 0.3
Cc1ccc(S(=O)(=O)N[C@@H]2CCCN(Cc3ccc(OCCO)cc3)C2)cc1 | 5 | /
Cn1cnc(S(=O)(=O)N[C@@H]2CC[C@H](CC(=O)Nc3ccc(-c4ccccc4)cc3)O[C@H]2CO)c1 | 2 | 0.5
NNC(=O)CCn1c(-c2ccccc2)c(-c2ccccc2)c2ccccc21 | -44 | -0.2
O=C(Cc1ccccn1)NCC[C@@H]1CC[C@H](NC(=O)Nc2ccc(F)cc2)[C@@H](CO)O1 | -1 | -0.1
C[C@H]1CN([C@@H](C)CO)C(=O)Cc2cc(NS(=O)(=O)c3ccc(F)cc3)ccc2O[C@@H]1CN(C)C(=O)Nc1ccc(F)cc1 | / | 3.9
CN(C)CC(=O)N[C@H]1CC[C@H](CC(=O)NCc2ccc(Cl)cc2)O[C@@H]1CO | -15 | -0.1
CCNC(=O)c1c(NC(=O)C(C)Oc2ccccc2F)sc2c1CCCC2 (stereo not given) | 7 | 0.5
COc1ccc(CNC(=O)C[C@H]2CC[C@@H](NC(=O)c3ccc4c(c3)OCO4)[C@H](CO)O2)cc1 | -13 | 0.0

# Further structures
smiles | PRC2 inh | IDH1 mut inh
O=C(C[C@H]1C[C@@H]2c3cc(NC(=O)NC4CCCC4)ccc3O[C@@H]2[C@H](CO)O1)NCc1ccccc1F | 2 | 0.1
C[C@@H]1CN([C@H](C)CO)C(=O)c2cccc(NC(=O)Nc3ccccc3)c2O[C@@H]1CN(C)S(C)(=O)=O | 0 | /
CO[C@H]1CN(C)C(=O)c2cc(NC(=O)C3CCCC3)ccc2OC[C@H](C)N(CCC(F)(F)F)C[C@H]1C | 18 | -0.1
COc1ccc(NC(=O)N(C)C[C@@H]2OCCCC[C@@H](C)Oc3ccc(NC(=O)NC4CCCCC4)cc3C(=O)N([C@@H](C)CO)C[C@H]2C)cc1 | / | 1.0
C[C@H]1CN([C@@H](C)CO)C(=O)c2cc(NC(=O)CCCCCC(=O)Nc3ccccc3N)ccc2O[C@H]1CN(C)CC1CCCCC1 | -3 | /
Cc1ccccc1-c1cnc2c(c1)C(=O)N([C@H](C)CO)C[C@H](C)[C@H](CN(C)Cc1cccnc1)O2 | / | -0.2
C[C@@H]1CN([C@H](C)CO)S(=O)(=O)c2ccc(C#CC3CC3)cc2O[C@@H]1CN(C)Cc1ccccc1F | 7 | -0.6
Cc1ccc(S(=O)(=O)N(C)C[C@H]2Oc3ccc(NS(=O)(=O)c4ccc(F)cc4)cc3C(=O)N([C@@H](C)CO)C[C@@H]2C)cc1 | / | -2.8
Cc1noc(C)c1NC(=O)Nc1ccc2c(c1)CC(=O)N([C@@H](C)CO)C[C@@H](C)[C@@H](CN(C)Cc1ccc3c(c1)OCO3)O2 | -6 | /
CCC(=O)Nc1ccc2c(c1)OC[C@H](C)N(C(=O)Cc1ccccn1)C[C@H](C)[C@H](OC)CN(C)C2=O | 4 | 0.4
C[C@H](CO)N1C[C@H](C)[C@@H](CN(C)Cc2ccc3c(c2)OCO3)OCCCC[C@H](C)Oc2ccc(NC(=O)c3ccncc3)cc2C1=O | / | 0.5
COc1ccc(S(=O)(=O)N(C)C[C@@H]2Oc3c(NC(=O)c4cnccn4)cccc3C(=O)N([C@H](C)CO)C[C@H]2C)cc1 | / | 1.8
C[C@H]1CCCCO[C@@H](CN(C)Cc2ccc(C(F)(F)F)cc2)[C@@H](C)CN([C@@H](C)CO)C(=O)c2cc(NS(=O)(=O)c3cccs3)ccc2O1 | / | 0.2
O=C1O[C@@H](c2ccccc2)[C@@H](c2ccccc2)N2[C@@H](c3ccc(O)cc3)[C@]3(C(=O)Nc4ccc(C#CC5(O)CCCCCC5)cc43)[C@@H](C(=O)N3CCN(c4ncccn4)CC3)[C@H]12 | -14 | /
COc1ccc(NC(=O)N(C)C[C@H]2Oc3ccc(NC(=O)CCN4CCOCC4)cc3C(=O)N([C@@H](C)CO)C[C@@H]2C)cc1 | 4 | -1.3
O=C(NCC[C@@H]1CC[C@H](NC(=O)C2CCCC2)[C@@H](CO)O1)c1ccc(F)cc1 | -5 | -0.2
CO[C@H]1CN(C)C(=O)c2cc(NS(C)(=O)=O)ccc2OC[C@@H](C)N(C(=O)CC2CC2)C[C@H]1C | 3 | 0.5
COc1ccccc1-c1cn(CC[C@@H]2CC[C@H](NC(=O)c3cnccn3)[C@H](CO)O2)nn1 | 6 | 0.0

# Screening data (PubChem BioAssay)
